Glioma ERSR ind – induces the endoplasmic reticulum stress response in human glioma cells | U87-MG GRP78 promoter luciferase reporter, 16 h | actives 0.02% (n = 420,000) | Potency, µM, for the others: at the highest dose activation, usual class: activators; further: potency means the concentration at half of the fitted maximal effect; series mostly up to about 76 µM; % of control where 0% means no effect; nearly all actives have a fitted effect of over 35% in size
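Stably transfected U87-MG human glioma cells carrying a GRP78-based luminescent sensor were seeded at 1000 cells/well, pin-dosed with compounds and incubated 16 h. Luciferase reagent was then added, and end-point luminescence was read after 10 min at room temperature.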
D2 potentiator – D2 dopamine receptor (human) potentiation; potentiation, % at 10 µM; HEK293 T-REx D2, calcium flux, EC20 dopamine potentiation; actives 0.34% (n = 340,000); P14416;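 active means potentiation over 3 SD above the plate norm, cut at about 30% in these data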; further: 0% is about no effect
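Primary screen. Calcium kinetics in induced HEK293 T-REx D2 cells: compound pre-addition 180 s, EC20 dopamine, 180 s more.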
Vif-APOBEC3G blk – Vif-A3G binding inhibition. Q9HC16. HeLa A3G-eYFP + Vif (tagged APOBEC3G with the HIV-1 protein that degrades it), YFP fluorescence, overnight. Potency, µM (series often up to 46.1 µM), for inactives: top-dose activity, negative = active, actives largely listed as inhibitors. actives 0.076% (n = 410,000). AID 602310;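 further: potency means the concentration at half of the fitted maximal effect; on the % scale 0 is the no-effect control and ±100 the full control effect; nearly all actives have a fitted effect of over 60% in size; hits raise eYFP signal because A3G escapes Vif-driven loss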
Target sequence (Q9HC16 whole entry, looked up): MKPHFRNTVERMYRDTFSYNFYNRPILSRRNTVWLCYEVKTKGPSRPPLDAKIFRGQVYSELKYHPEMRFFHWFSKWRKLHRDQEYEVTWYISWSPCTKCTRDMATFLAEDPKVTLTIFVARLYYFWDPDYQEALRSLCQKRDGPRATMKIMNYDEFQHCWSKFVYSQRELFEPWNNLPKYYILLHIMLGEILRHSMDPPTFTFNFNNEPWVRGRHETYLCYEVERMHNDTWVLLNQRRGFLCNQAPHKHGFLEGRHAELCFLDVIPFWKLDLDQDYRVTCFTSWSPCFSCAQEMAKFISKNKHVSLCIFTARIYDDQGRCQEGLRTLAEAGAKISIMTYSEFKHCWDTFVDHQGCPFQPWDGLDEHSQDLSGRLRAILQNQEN
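Read-out is eYFP fluorescence (Ex 488/Em 500-530) from Vif-expressing HeLa A3G-eYFP cells; more signal means A3G escaped Vif-mediated degradation. Cells plated overnight, compound pinned in, incubated overnight at 37 deg C.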
D1 ag – activates the human D1 dopamine receptor. actives 1% (n = 360,000). HEK293 T-REx D1 cells, calcium flux, agonist mode. activation, % at 2 µM; in the data active means activation above about 30%; further: 0% is about no effect
Target sequence (P21728 whole entry, looked up): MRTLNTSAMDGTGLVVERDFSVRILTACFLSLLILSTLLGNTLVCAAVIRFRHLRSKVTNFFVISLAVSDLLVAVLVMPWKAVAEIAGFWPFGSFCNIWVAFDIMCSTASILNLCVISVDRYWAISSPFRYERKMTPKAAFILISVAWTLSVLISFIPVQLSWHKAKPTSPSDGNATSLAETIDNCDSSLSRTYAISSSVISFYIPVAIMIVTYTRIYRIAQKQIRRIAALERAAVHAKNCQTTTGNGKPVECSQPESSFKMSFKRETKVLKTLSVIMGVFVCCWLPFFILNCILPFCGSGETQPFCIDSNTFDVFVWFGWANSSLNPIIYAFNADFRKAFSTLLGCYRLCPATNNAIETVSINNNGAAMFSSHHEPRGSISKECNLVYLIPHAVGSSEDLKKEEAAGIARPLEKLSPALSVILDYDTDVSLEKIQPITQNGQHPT
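Tetracycline-induced HEK293 TREx D1 cells, force-coupled to calcium signalling, were dye-loaded with a no-wash calcium kit. Compound was pin-added after a 10 s baseline. Fluorescence was read kinetically at 1 cycle/s for 180 s, with calcium rises flagged as agonism.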
RXFP1 antagonist – RXFP1 (human) relaxin receptor antagonism. Q9HBX9. HEK293-RXFP1, relaxin-stimulated cAMP HTRF, 30 min; hits give low values. activity change, negative = inhibition, % at 57.5 µM. actives 0.59% (n = 350,000);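 active means activity change of -60% or lower, but not beyond a set lower limit; inconclusive means change between -60% and -40%, or beyond the set limit; inactive means change above -40%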; further: on the % scale 0 is the no-effect control and ±100 the full control effect
D1 antagonist – antagonists of human D1 dopamine receptor; HEK293 TREx D1 cells, calcium flux, dopamine EC80; hits give low values; activity change, negative = inhibition, % at 10 µM; actives 3.2% (n = 360,000); AID 504652; in the data active means activity change below about -30%; further: on the % scale 0 is the no-effect control and ±100 the full control effect
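Allosteric or orthosteric antagonism assessed as attenuation of the calcium response to EC80 dopamine, added 180 s after compound, in induced HEK293 Trex D1 cells loaded with no-wash calcium dye.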
Vif-APOBEC3F blk – blocks the Vif interaction with APOBEC3F | HeLa A3F-eYFP + Vif (tagged APOBEC3F with the HIV-1 protein that degrades it), YFP fluorescence increase | Potency, µM (doses to about 46.1 µM), without a hit: top-dose activity, negative = active | actives 0.2% (n = 390,000); further: potency means the concentration at half of the fitted maximal effect; % of control where 0% means no effect; nearly all actives have a fitted effect of over 65% in size
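Fluorescence increase (Ex 488/Em 500-530) after overnight compound treatment at 37 deg C flags inhibition of Vif-driven A3F-eYFP loss in stable HeLa A3F-eYFP/Vif cells seeded overnight beforehand.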
D1 potentiator – potentiators of human D1 dopamine receptor; P21728; HEK293 TREx D1 cells, calcium flux, dopamine EC20 potentiation; potentiation, % at 10 µM; actives 0.036% (n = 360,000); AID 504651; in the data active means potentiation above about 30%; further: 0% is about no effect
RXFP1 ag – activates the human relaxin receptor RXFP1. Q9HBX9. HEK293T-RXFP1 cAMP TR-FRET, 30 min; response scale: percent of porcine relaxin response, buffer zero. Potency, µM (top dose mostly 57.5 µM), inactives show top-dose activation, most hits filed as activators. actives 0.3% (n = 370,000). AID 2676; further: potency means the concentration at half of the fitted maximal effect; on the % scale 0 is the no-effect control and ±100 the full control effect; nearly all actives have a fitted effect of over 60% in size; many of its hits are not listed in these tables
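HEK293T cells stably expressing RXFP1 were pretreated with the PDE4 inhibitor Ro 20174, exposed to compounds for 30 min at 37C, lysed, and cAMP was read by TR-FRET. Data normalized to buffer (basal) and 29 nM porcine relaxin (100%).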
An asterisk follows results filed as active; ? = inconclusive; . = not tested or not shown; & = joins results of further samples. Unless noted, the call rests on the fitted dose curve; in most records, active means well fitted curve in the direction sought with a large enough effect; inconclusive means small, poorly fitted or top-dose-only effect, or another doubt; inactive means no such curve, though single readings can be large; an effect the other way counts as inactive or inconclusive. This is a subset; the hit share may differ from the screen's.

1. Cc1nn(CC(=O)NCCCc2ccccc2)c(=O)c2cccn12
2. Cc1ccc(SC2=C(Sc3ccc(C)cc3)C(=O)c3ccccc3C2=O)cc1
3. CCOc1cc(/C=C(\C#N)C(=O)Nc2ccccc2[N+](=O)[O-])ccc1OCc1cccc2ccccc12
4. CC1CCN(S(=O)(=O)c2ccc(C(=O)Nc3nnc(C4=COCCO4)o3)cc2)CC1
5. O=C(Cc1ccccc1)Nc1sc2c(c1C(=O)Nc1ccccc1Cl)CCCCC2

screen / no.,1,2,3,4,5
Glioma ERSR ind,-6%,5%,.,-3%,-3%
D2 potentiator,-13,23,1,4,0
Vif-APOBEC3G blk,-5%,-10%,.,6%,3%
D1 ag,2,2,2,1,-1
RXFP1 antagonist,-1,-5,.,-8,1
D1 antagonist,6,49,-25,-9,17
Vif-APOBEC3F blk,-8%,8.9µM*,.,-8%,0%
D1 potentiator,-1,6,-3,-2,1
RXFP1 ag,6.3%,4.2%,0.2%,-0.6%,0.1%

6. O=C(NN1S(=O)(=O)c2ccccc2S1(=O)=O)c1ccc(Br)cc1
7. COc1ccc2c(c1)c(=O)c(S(=O)(=O)c1ccccc1)cn2CC(=O)Nc1ccc(C)c(Cl)c1
8. COc1cc(C(=O)Nc2ccc(OCC(=O)O)cc2)cc(OC)c1OC
9. COc1ccc2c(CCNC(=O)/C=C/c3ccc(OC)c(OC)c3)c[nH]c2c1
10. CCOc1ccc(CC(=O)NNC(=S)NC)cc1

screen / no.,6,7,8,9,10
Glioma ERSR ind,-2%,-1%,-4%,-3%,-1%
D2 potentiator,0,-25,0,3,-6
Vif-APOBEC3G blk,0%,-3%,-1%,-26%,1%
D1 ag,3,5,1,0,1
RXFP1 antagonist,-2,.,0,2,-7
D1 antagonist,2,0,-9,-9,4
Vif-APOBEC3F blk,6%,-9%,.,-26%,7%
D1 potentiator,0,-2,0,-5,-4
RXFP1 ag,-1.1%,-0.8%,2.5%,-1.1%,-0.1%

11. CCCn1c(=O)n(N)c2ccccc21
12. CCOc1ccc(N/C(N)=N/c2nc(CSc3nnc(C)s3)cc(=O)[nH]2)cc1
13. COc1ccc(C(=O)N/N=C(\C)c2ccc3c(c2)C2C=CCC2C(c2ccccc2)N3)cc1 (configuration not stated)
14. Cc1c(C)n(C)c2ccc(C(=O)N3CCN(c4ccccn4)CC3)cc12
15. O=C(Nc1cccc2ccccc12)NC1CCCCC1

screen / no.,11,12,13,14,15
Glioma ERSR ind,-1%,-5%,0%,-3%,-1%
D2 potentiator,5,-6,-2,-21,-5
Vif-APOBEC3G blk,3%,?,-3%,-2%,2%
D1 ag,1,2,-1,10,4
RXFP1 antagonist,-4,-13,-4,5,5
D1 antagonist,2,6,-14,-1,-3
Vif-APOBEC3F blk,-10%,1%,0%,-5%,2%
D1 potentiator,-4,-3,-1,-6,-5
RXFP1 ag,5.5%,1.1%,3.3%,-0.4%,3.9%

16. COc1cccc(CNC(=O)CCCn2ccc3cc(S(=O)(=O)N4CCCC4)ccc32)c1
17. C=CCN1C(=O)CSc2ccc(C(=O)N3CCC(C)CC3)cc21
18. O=C(COC(=O)CNC(=O)c1ccccc1)NC12CC3CC(CC(C3)C1)C2
19. Cc1sc2nc(SCC(=O)NCCO)n(-c3ccccc3)c(=O)c2c1C
20. Cc1ccc(Cc2nc3ccccc3nc2SCC(=O)N2CCCc3ccccc32)cc1

screen / no.,16,17,18,19,20
Glioma ERSR ind,-1%,-4%,-3%,-2%,-3%
D2 potentiator,7,12,.,.,10
Vif-APOBEC3G blk,-13%,0%,-3%,0%,-3%
D1 ag,7,7,.,1,2
RXFP1 antagonist,2,9,6,-14,1
D1 antagonist,1,8,.,-7,5
Vif-APOBEC3F blk,1%,7%,-3%,3%,0%
D1 potentiator,-4,0,.,1,0
RXFP1 ag,0.2%,0.8%,.,-1.5%,17%

21. O=C1NC2(CCCC2)C(=O)N1CC(=O)N(Cc1ccccc1)c1ccccc1
22. COc1ccc(NC(=O)c2ccc(NC(=O)C3COc4ccccc4O3)cc2)c(OC)c1 (configuration not stated)
23. COc1ccc([C@H]2CC(=O)C=C(c3ccc(OC(F)(F)F)cc3)C2)cc1
24. Cc1cc(C)c(-n2c(SCc3nc4ccccc4s3)n[nH]c2=O)c(C)c1
25. COCc1cc(C)nc(SCc2ccc(Br)cc2)c1C#N

screen / no.,21,22,23,24,25
Glioma ERSR ind,1%,2%,1%,-1%,-1%
D2 potentiator,-4,.,0,-3,.
Vif-APOBEC3G blk,0%,-3%,3%,-6%,-3%
D1 ag,0,.,2,11,.
RXFP1 antagonist,-26,0,.,-29,-1
D1 antagonist,11,.,-16,-14,.
Vif-APOBEC3F blk,7%,-13%,-1%,0%,4%
D1 potentiator,0,.,-6,0,.
RXFP1 ag,0.2%,.,0.8%,8.3%,.

26. CC1=NN(c2ccccc2)C(=O)/C1=C/C=C/C=C/N(C)C
27. Cc1c(NC(=O)c2ccc3c(c2)OCO3)c(=O)n(-c2ccccc2)n1C
28. COc1ccccc1CN1CCNC(=O)C1=O
29. COCc1cc(NCc2ccc(Cl)cc2)nc(C)n1
30. COc1ccccc1CCNC(=O)C1CCN(c2nnc(-n3cccc3CNc3ccc(C)cc3)s2)CC1

screen / no.,26,27,28,29,30
Glioma ERSR ind,0%,0%,0%,-2%,-3%
D2 potentiator,.,2,1,5,2
Vif-APOBEC3G blk,1%,-4%,8%,4%,-1%
D1 ag,5,1,-1,24,0
RXFP1 antagonist,-33,-14,.,-1,-34
D1 antagonist,7,-10,4,-3,9
Vif-APOBEC3F blk,4%,3%,4%,0%,2%
D1 potentiator,0,-1,-1,-1,2
RXFP1 ag,-4.6%,-1.8%,0.6%,-1.7%,3.9%

Compounds above with an aryl thioether with sulfur outside any ring, in the order listed:
2. Cc1ccc(SC2=C(Sc3ccc(C)cc3)C(=O)c3ccccc3C2=O)cc1
12. CCOc1ccc(N/C(N)=N/c2nc(CSc3nnc(C)s3)cc(=O)[nH]2)cc1
19. Cc1sc2nc(SCC(=O)NCCO)n(-c3ccccc3)c(=O)c2c1C
20. Cc1ccc(Cc2nc3ccccc3nc2SCC(=O)N2CCCc3ccccc32)cc1
24. Cc1cc(C)c(-n2c(SCc3nc4ccccc4s3)n[nH]c2=O)c(C)c1
25. COCc1cc(C)nc(SCc2ccc(Br)cc2)c1C#N

screen / no.,2,12,19,20,24,25
Glioma ERSR ind,5%,-5%,-2%,-3%,-1%,-1%
D2 potentiator,23,-6,.,10,-3,.
Vif-APOBEC3G blk,-10%,?,0%,-3%,-6%,-3%
D1 ag,2,2,1,2,11,.
RXFP1 antagonist,-5,-13,-14,1,-29,-1
D1 antagonist,49,6,-7,5,-14,.
Vif-APOBEC3F blk,8.9µM*,1%,3%,0%,0%,4%
D1 potentiator,6,-3,1,0,0,.
RXFP1 ag,4.2%,1.1%,-1.5%,17%,8.3%,.

Additional entries.
31. Cc1ccc(S(=O)(=O)N2CCOCC2)cc1C(=O)Nc1nc2ccccc2[nH]1
32. Cc1nc2scc(C)n2c(=O)c1S(=O)(=O)Nc1ccc(N2CCN(S(C)(=O)=O)CC2)cc1
33. Cn1cnc2cc(NC(=O)COc3ccccc3)ccc21
34. COc1cc(NC(=O)C(C)(C)C)c(C(=O)OCC(=O)Nc2cc(C)on2)cc1OC
35. O=S(=O)(c1ccc(F)cc1)N1CCN(Cc2ccccn2)CC1

screen / no.,31,32,33,34,35
Glioma ERSR ind,1%,-7%&-2%,2%,-3%,-3%
D2 potentiator,17,5&-1,-2,.,-2
Vif-APOBEC3G blk,0%,11%&3%,0%,0%,-1%
D1 ag,3,2&0,3,.,2
RXFP1 antagonist,-5,10&0,-29,1,5
D1 antagonist,-15,0&-14,-1,.,-12
Vif-APOBEC3F blk,-9%,4%&0%,-2%,-3%,17%
D1 potentiator,-2,-3&-4,1,.,-1
RXFP1 ag,-1.1%,3.4%&0.6%,1.3%,.,-1.1%

36. O=C(O)C1C2C=CC(O2)C1C(=O)NCc1ccc2c(c1)OCO2 (configuration not stated)
37. CCOC(=O)c1cnc2c(OC)cccc2c1N1CCN(c2ccccc2F)CC1
38. CN1CCCC(OC(=O)c2ccc(S(=O)(=O)N(C)C)cc2)C1 (configuration not stated)
39. Cc1c(C(=O)N2CCCC2)oc2c1-c1nn(CC(=O)NCc3ccccc3F)cc1CC2
40. O=C(N/N=C/c1cccs1)c1cccc(NC(=O)c2ccccc2Cl)c1

screen / no.,36,37,38,39,40
Glioma ERSR ind,-8%,-2%,-5%,-2%,1%
D2 potentiator,-8,14,-4,4,6
Vif-APOBEC3G blk,0%,-4%,0%,-2%,-4%
D1 ag,0,12,2,0,5
RXFP1 antagonist,3,-26,0,11,-15
D1 antagonist,2,0,37,4,0
Vif-APOBEC3F blk,-12%,-5%,2%,1%,1%
D1 potentiator,-4,10,-7,-4,5
RXFP1 ag,-1.1%,0.3%,-1.8%,-1.1%,-0.1%

41. CCn1c(=O)n(-c2ccc3c(c2)OCO3)c2nc(-c3cc(OC)ccc3OC)nc(C(N)=O)c21
42. CCC1(C)CC(C(N)=S)CCO1 (configuration not stated)
43. O=C(CCC(=O)OCC(F)(F)C(F)F)Nc1ccccc1F
44. COC(=O)CCC(=O)NC(=S)Nc1sc(C)c(C)c1C(N)=O
45. CN(Cc1nc(-c2cnccn2)no1)CC1CCN(Cc2ccccc2)CC1
46. COc1ccc(CCN(C(=O)c2cccc(F)c2)C2CC(=O)N(c3ccccc3)C2=O)cc1 (configuration not stated)
47. CSc1nc(C)cc(OCC(=O)n2nc(C)cc2C)n1

screen / no.,41,42,43,44,45,46,47
Glioma ERSR ind,-3%,-4%,-2%,-6%,-4%,-1%,-4%
D2 potentiator,-4,6,6,8,.,8,-6
Vif-APOBEC3G blk,2%,0%,-5%,?,-7%,0%,1%
D1 ag,1,0,3,1,-1,1,2
RXFP1 antagonist,.,-3,-9,-23,3,-5,10
D1 antagonist,2,5,1,8,-1,1,-2
Vif-APOBEC3F blk,0%,-1%,6%,-21%,-7%,0%,-14%
D1 potentiator,0,9,-5,1,-1,2,-14
RXFP1 ag,7.1%,-3.2%,-1.4%,?,0.4%,-0.4%,1.6%

Source: PubChem (National Center for Advancing Translational Sciences (NCATS))
